Screening results from PubChem.
Diaphorase act: activates diaphorase or chemically reduces, flagging diaphorase assay artifacts; Diaphorase/resazurin coupled assay, resorufin fluorescence, 16 min; hits give high values; 1 = vehicle wells, 0 = NADH-free wells; activation factor at 20 µM; actives 0.005% (n = 190,000); AID 1229;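 active = diaphorase activity raised at least twofold by the compound at 20 µM; inactive = activation factor below 2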
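Measured by – red resorufin fluorescence at 544/590 nm excitation/emission · Test system – Clostridium kluyveri diaphorase, purified enzyme · Incubation – reaction time 16 min, room temperature · Buffer or medium – 50 mM HEPES pH 7.4 with 4.542 mM MgCl2, 0.005% Tween 20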
G6PDH CS: counter-screen for G6PDH assay hits: L. mesenteroides G6PDH inhibition; inhibition, % at 5 µM; Purified L. mesenteroides G6PDH, diaphorase/resazurin coupled fluorescence, 45 min; actives 0.12% (n = 200,000); in the data active = inhibition above about 50%
PMI act hi M6P: increases human PMI activity with near-saturating mannose 6-phosphate; P34949; coupled PMI enzyme assay, resazurin fluorescence, 20 min; hits give high values; 1 = untreated enzyme, 0 = substrate-free blank; activation factor at 20 µM; actives 0.34% (n = 190,000); AID 1216;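 active = activation factor of 2 or more at 20 µM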
Target sequence (P34949 whole entry, looked up): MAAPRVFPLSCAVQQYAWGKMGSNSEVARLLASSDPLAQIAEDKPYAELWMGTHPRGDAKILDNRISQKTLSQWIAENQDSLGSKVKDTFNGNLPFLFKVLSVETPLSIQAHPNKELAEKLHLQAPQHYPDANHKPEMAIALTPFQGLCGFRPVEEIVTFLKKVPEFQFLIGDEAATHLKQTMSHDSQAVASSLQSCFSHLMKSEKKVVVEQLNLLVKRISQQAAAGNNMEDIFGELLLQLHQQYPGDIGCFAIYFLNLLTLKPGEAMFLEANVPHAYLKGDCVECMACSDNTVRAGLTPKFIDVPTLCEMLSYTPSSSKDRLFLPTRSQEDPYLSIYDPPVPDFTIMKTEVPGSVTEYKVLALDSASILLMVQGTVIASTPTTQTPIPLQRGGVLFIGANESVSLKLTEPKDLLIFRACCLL
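Test system: human phosphomannose isomerase with PGI, G6PDH, diaphorase coupling enzymes; Amount: PMI at 15 ng/mL final; Reagent: Mannose-6-phosphate 1.0 mM (near-saturating) plus 0.22 mM NADP+; Timing: 20 min, room temperature; Technique: resorufin fluorescence at Ex 544/Em 590 nm; Dosing: 20 µM single dose.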
TNAP act hi DEA: activators of human TNAP at high phosphate acceptor concentration; P05186; activation factor at 20 µM; 200,000 tested, under 10 active; purified TNAP, CDP-star luminescence, 1 M DEA, 30 min; hits give high values; 0 = EDTA background, 1 = DMSO-only activity;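 active = activation factor at least 2 at 20 µM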
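Dosing: 20 µM single point. System: human TNAP. Amount: TNAP 1/800 final. Incubation: 30 min, room temperature. Read-out: TNAP activation factor scaled between EDTA and DMSO control wells. Signal: luminescence from CDP-star hydrolysis. Medium: 1 M DEA, pH 9.8, Mg2+, Zn2+. Control set: EDTA negative control, DMSO positive control.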
FLuc act counter: firefly luciferase counter-screen for stimulation assays | P08659 | ATPlite luciferase biochemical, luminescence, 10 min; 0 = ATP-free wells, 1 = DMSO control | activation factor at 10 µM | 200,000 tested, under 10 active | AID 1027;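 active = luciferase activation factor, scaled between plate controls, of at least 2 with compound at 10 µM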
Target sequence (P08659 whole entry, looked up): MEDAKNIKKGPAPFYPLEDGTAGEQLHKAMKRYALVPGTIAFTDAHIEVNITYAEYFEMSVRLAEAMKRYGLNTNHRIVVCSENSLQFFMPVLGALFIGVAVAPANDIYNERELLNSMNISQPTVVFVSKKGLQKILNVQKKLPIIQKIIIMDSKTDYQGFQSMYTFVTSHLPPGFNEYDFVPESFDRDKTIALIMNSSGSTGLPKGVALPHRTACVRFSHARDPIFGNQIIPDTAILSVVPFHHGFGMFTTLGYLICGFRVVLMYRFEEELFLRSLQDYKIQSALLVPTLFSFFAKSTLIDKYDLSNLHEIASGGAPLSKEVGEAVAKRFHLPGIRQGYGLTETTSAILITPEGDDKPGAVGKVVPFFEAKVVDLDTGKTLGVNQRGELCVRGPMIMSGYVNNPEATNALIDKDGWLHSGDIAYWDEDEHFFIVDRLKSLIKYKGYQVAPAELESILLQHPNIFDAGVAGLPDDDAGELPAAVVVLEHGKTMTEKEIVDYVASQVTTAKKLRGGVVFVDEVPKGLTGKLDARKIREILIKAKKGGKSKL
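System: Luciferase/luciferin detection reagent, cell-free biochemical luciferase assay | Medium: PBS buffer for ATP | Dosing: Test compounds dosed from 2 mM stocks in 100% DMSO | Timing: 10 min at ambient temperature | Signal: Luminescence measurement of luciferase light output | Evaluation: Luciferase activation, seen as luminescence increase over controls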
Diaphorase inh: counter-screen for diaphorase-based assays: diaphorase inhibitors and chemical oxidizers. inhibition, % at 20 µM. diaphorase resazurin-to-resorufin fluorescence, NADH, 16 min; bacterial (C. kluyveri) enzyme, not human. actives 0.69% (n = 190,000);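 active = primary screen inhibition at 20 µM above a set limit, cut at about 50% in these data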;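 note: plate controls were DMSO with full reaction for no effect and wells lacking NADH for full effect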
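material = Clostridium kluyveri diaphorase enzyme | amount = 0.14 U/mL diaphorase, enzyme working solution | schedule = incubation 16 min, room temperature | detection = fluorescence of resorufin formed from resazurin, Ex 544/Em 590 nm | benchmarks = positive control minus NADH, DMSO neutral control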
TNAP inh hi DEA: TNAP (human) inhibition, high acceptor. AID 1135. inhibition, % at 20 µM. purified TNAP, CDP-star luminescence, 1 M DEA. actives 0.03% (n = 200,000). P05186;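 active = over 50% inhibition of tissue-nonspecific alkaline phosphatase at 20 µM in the single-dose screen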;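 note: plate controls were DMSO wells for no effect and EDTA-quenched wells as full inhibition for full effect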
PMI act: activators of human phosphomannose isomerase | P34949 | purified human PMI, coupled resazurin fluorescence, 20 min; hits give high values; 1 = vehicle control, 0 substrate-free wells | activation factor at 20 µM | actives 0.005% (n = 190,000) | AID 1214;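 active = activation factor of 2 or more at 20 µM, relative to plate controls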
HMGR II inh: E. faecalis class II HMG-CoA reductase inhibition. AID 1066. inhibition, % at 10 µM. purified E. faecalis HMGR, NADPH absorbance 340 nm kinetic. actives 0.41% (n = 190,000);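 active = inhibition above a set limit, the median over all tested compounds plus 3 SD, cut at about 9.5% in these data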;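 note: enzyme runs in reverse so mevalonate oxidation gives rising NADPH absorbance; 0% = complete reaction with DMSO and 100% = background rate lacking mevalonate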
TNAP inh noacc: TNAP (human) inhibition, acceptor-free conditions; P05186; purified TNAP, CDP-star luminescence, 30 min; inhibition, % at 20 µM; actives 0.26% (n = 200,000);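 active = tissue-nonspecific alkaline phosphatase inhibition above about 50% at 20 µM in the single-dose screen, limit read from the data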;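 note: 0% = DMSO negative control and 100% = EDTA positive control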
Active calls of the source: *.

Preview, 10 compounds:
SMILES	Diaphorase act	G6PDH CS	PMI act hi M6P	TNAP act hi DEA	FLuc act counter	Diaphorase inh	TNAP inh hi DEA	PMI act	HMGR II inh	TNAP inh noacc
CCCC(=O)Nc1ccc2oc(-c3ccc(OC)c(Br)c3)nc2c1	0.9	3	0.9	1.1	0.9	12	-6	0.9	-3	-10
COc1ccc(/C=C/CN2CCCC(CO)(Cc3cccc(Cl)c3)C2)cc1 (configuration not stated)	0.9	10	0.9	1.1	1	11	-6	0.8	-5	-3
CCCCn1nnc(N(C(=O)c2cccs2)C(=O)c2cccs2)n1	1	4	1	1	1	4	1	1.2	-7	-5
O=C(Nc1cnc2ccccn2c1=O)c1ccc(F)cc1	0.9	-4	0.9	1	1	13	1	0.9	-2	-13
CN1/C(=C\C=C2/C(=O)Oc3ccccc3C2=O)C(C)(C)c2ccccc21	0.9	2	1	0.5	0.8	12	45	0.9	-3	27
C[C@@H](C(=O)NCc1ccccn1)[C@H]1C[C@]1(C)[C@H](NC(=O)OCc1ccccc1)c1ccccc1	1	19	1	1	1	2	-4	1.1	-8	-2
Cc1cc(C)c(S(=O)(=O)NCCC2CCCN2C)c(C)c1 (configuration not stated)	0.9	7	1	1	1	9	-4	0.9	1	-13
Cc1ccc(-c2nn(-c3ccccc3)cc2C2CC(c3cccs3)=NN2C(=O)CCC(=O)O)cc1 (configuration not stated)	0.8	-4	0.9	1	1	16	-2	0.9	2	-9
Cn1c(C(=O)NCCN2CCc3ccccc3C2)cc2c(=O)n(C)c3ccccc3c21	0.9	12	1	1	1.1	8	-4	1.2	-5	11
COc1ccc(C/C(C)=N/NC(=O)c2cccnc2)cc1	1	4	1.1	1	1	-4	0	1	5	-25

The list itself, from the first entry:
SMILES	Diaphorase act	G6PDH CS	PMI act hi M6P	TNAP act hi DEA	FLuc act counter	Diaphorase inh	TNAP inh hi DEA	PMI act	HMGR II inh	TNAP inh noacc
CCCC(=O)Nc1ccc2oc(-c3ccc(OC)c(Br)c3)nc2c1	0.9	3	0.9	1.1	0.9	12	-6	0.9	-3	-10
COc1ccc(/C=C/CN2CCCC(CO)(Cc3cccc(Cl)c3)C2)cc1 (configuration not stated)	0.9	10	0.9	1.1	1	11	-6	0.8	-5	-3
CCCCn1nnc(N(C(=O)c2cccs2)C(=O)c2cccs2)n1	1	4	1	1	1	4	1	1.2	-7	-5
O=C(Nc1cnc2ccccn2c1=O)c1ccc(F)cc1	0.9	-4	0.9	1	1	13	1	0.9	-2	-13
CN1/C(=C\C=C2/C(=O)Oc3ccccc3C2=O)C(C)(C)c2ccccc21	0.9	2	1	0.5	0.8	12	45	0.9	-3	27
C[C@@H](C(=O)NCc1ccccn1)[C@H]1C[C@]1(C)[C@H](NC(=O)OCc1ccccc1)c1ccccc1	1	19	1	1	1	2	-4	1.1	-8	-2
Cc1cc(C)c(S(=O)(=O)NCCC2CCCN2C)c(C)c1 (configuration not stated)	0.9	7	1	1	1	9	-4	0.9	1	-13
Cc1ccc(-c2nn(-c3ccccc3)cc2C2CC(c3cccs3)=NN2C(=O)CCC(=O)O)cc1 (configuration not stated)	0.8	-4	0.9	1	1	16	-2	0.9	2	-9
Cn1c(C(=O)NCCN2CCc3ccccc3C2)cc2c(=O)n(C)c3ccccc3c21	0.9	12	1	1	1.1	8	-4	1.2	-5	11
COc1ccc(C/C(C)=N/NC(=O)c2cccnc2)cc1	1	4	1.1	1	1	-4	0	1	5	-25
C=CCn1c(N)c(C(=O)NCC2CCCO2)c2nc3ccccc3nc21 (configuration not stated)	0.8	24	0.4	1	1	22	4	0.8	0	-10
C=CCNC(=O)C1CC(=O)N(c2ccc(OCC(=O)Nc3ccccc3)cc2)C1 (configuration not stated)	0.8	-5	0.9	1.1	1	18	-6	0.9	-6	-17
O=C(CCCCl)NC1=NN(c2ccccc2)C(=O)C1	0.8	0	1.4	1	1	18	-3	1.2	-1	-2
COc1ccccc1Nc1nnc(SCC(=O)N2CCCC2=O)s1	0.8	-3	1	1.1	0.8	24	-11	1	-3	-15
CCOC(=O)c1nn(-c2ccc(F)cc2)c2nc(-c3ccccc3)c(C#N)c(=O)n12	0.8	-2	0.8	1	1	17	1	0.8	-3	-3
Cc1cc(S(=O)(=O)NC2CCCCC2)ccc1OCC(=O)N1CCOCC1	1	0	1	1	1	0	-3	1	-2	-16
COc1ccc(NC(=O)CCOc2ccccc2)cc1	0.9	6	0.9	1	1.1	12	-4	0.9	-1	1
O=C(CC1C(=O)NCCN1Cc1c(F)cccc1Cl)NCCc1ccccn1 (configuration not stated)	0.9	16	0.9	1	1	7	-1	0.9	-8	-1
CN(C)/C=N/C(=S)Nc1ccc(Cl)c(Cl)c1	0.8	13	1	1	1	17	1	0.9	-5	5
CCc1nc2ccc(C(=O)NCc3ccco3)cc2nc1CC	1	-1	1.2	1	1	4	-1	1	3	-3
O=C1C=C(NCc2ccc(Cl)c(Cl)c2)C2(CCCCC2)O1	0.9	0	1	1.1	1	12	-8	1	-2	-19
Nn1cnnc1SCC(=O)Nc1ccc2c(c1)OCCO2	0.9	-4	0.9	1	1	7	-5	0.9	-3	-7
O=C1/C(=C\Nc2ccc(OC(F)(F)F)cc2)CCN1c1ncccn1	0.8	-4	1	1.1	1	18	-6	1	3	-11
O=C(Cc1n[nH]c(=O)[nH]c1=O)N/N=C/c1ccccc1	0.9	4	0.9	1	1.1	7	-3	1	1	-8
CCN(CC)CCCN(C(C)=O)c1nc(-c2cc(OC)ccc2OC)cs1	1	4	0.9	1	1	3	-1	1	-4	-1
CCOC(=O)N1CCN(C(=O)CSCC(=O)Nc2nc(-c3ccc4c(c3)OCO4)cs2)CC1	0.9	2	1	1	1	12	-4	0.9	-1	-11
O=S(=O)(/C=C/c1ccccc1)Oc1ccccc1	0.7	8	1.1	1	1	28	-2	1	0	-16
O=C(NNS(=O)(=O)c1ccccc1F)c1sccc1-n1cccc1	0.9	6	1.1	1.1	1.1	6	-5	1.1	-4	0
COc1ccc(C(=O)NCCCN2CCCC2=O)cc1	1.1	8	1.1	1	1	-10	-4	1.1	1	2
CCC/C(=N/NC(=O)c1cccc(Cl)c1)c1ccccc1	1	13	1	1	1	-1	-1	1	-1	-36
Cc1nn2cc(-c3ccc(Cl)cc3)cnc2c1Cl	0.9	0	1	1	1	11	-5	1	-5	-8
Cc1ccc(N2C(S)=C(C#N)C(=O)NC2c2cccs2)cc1 (configuration not stated)	0.9	20	0.9	1	1	10	-3	0.9	0	-12
COc1ccccc1C1C2=C(COC2=O)Nc2cc3c(cc21)OCO3 (configuration not stated)	1	-2	1	1	1	-2	5	1.1	1	1
CCn1c(COc2c(C)cccc2C)nnc1SCc1nc2ccccc2c(=O)[nH]1	0.7	4	0.6	1	1	26	-1	1	-6	-6
COc1cccc(C(=O)Nc2ccc(NC(C)=O)cn2)c1	1	-2	1	1	0.9	4	4	1	-2	-6
Cc1ccc(CNC(=O)COC(=O)c2ccc(S(=O)(=O)N3CCCC3)cc2)cc1	1.1	5	1.1	1	1	-8	0	1.1	-3	-6
Cn1c(=O)[nH]c(=O)c2c1nc(N1CCCC1)n2CCSc1nc2ccccc2[nH]1	0.9	14	1.1	1.1	1.1	11	-8	1	-5	-12
Cc1c(C(=O)Nc2nc3ccccc3[nH]2)oc2ccccc12	1	-18	1.1	1	0.5	1	-3	1.1	2	-46
COC(=O)c1ccc(Cl)c(NC(=O)CN2CCOCC2)c1	0.9	-16	1	1.1	1	9	-6	1	-3	-13
COCCNC(=S)N=Nc1c(O)[nH]c2c(C)cc(C)cc12	1	2	1	1	1.1	4	4	1.1	-4	17
COc1ccc(C(=O)NCC(=O)OCC(=O)c2ccc3c(c2)NC(=O)CO3)cc1	0.9	11	1	1	1	10	-1	1.1	0	-10
COc1ccc(OCC(=O)NC(=S)Nc2ccc3c4c(cccc24)CC3)cc1	0.9	0	0.8	1	1	11	-1	0.8	-4	1
CC1CCN(CCn2c(=S)[nH]c3cc4c(cc3c2=O)OCO4)CC1	0.9	2	1.1	1	1	15	-3	1.1	5	-16
CN(/N=C/c1cc([N+](=O)[O-])ccc1O)c1ccccc1	1	6	1	0.8	1	0	15	1.1	-2	10
O=C(/C=C/c1cccc([N+](=O)[O-])c1)N1CCN(C(=O)c2ccco2)CC1	1	4	1	1	1	1	0	1.1	-4	-6
COc1ccccc1OCCn1c(CO)nc2ccccc21	0.9	4	0.9	1	1	12	-2	1	0	-6
O=C(CCCN1C(=O)c2cccc3cccc(c23)C1=O)NCCN1CCOCC1	0.9	0	1	1	1	14	-3	1	-14	-8
Cc1cc(C)cc(NC(=O)c2cc(C)nn2C)c1	1	0	1.2	1	0.9	1	2	1.1	1	-5
COCc1nnc(NC(=O)c2ccccc2Oc2ccccc2)s1	1	1	1	1.1	1.1	-1	-6	1	-2	-13
O=C1c2ccccc2S(=O)(=O)N1CC1CC(c2ccc(Cl)cc2)=NO1 (configuration not stated)	0.9	9	0.9	1.1	0.5	14	-6	0.9	-2	-11
CC(C)CC(NC(=O)OC(C)(C)C)c1cn([C@@H](Cc2ccc(O)cc2)C(=O)N2CCN(C(=O)OC(C)(C)C)CC2)nn1 (some centres not stated)	1.1	10	1	1.1	1	-6	-6	0.9	-3	-9
NC(=O)CSc1nnc(-c2ccc(S(=O)(=O)N3CCCC3)cc2)n1Cc1ccco1	0.9	-2	1	1	1	10	0	1.1	-5	-6
O=P(C1=C(N2CCOCC2)/C(=C\c2ccccc2)CC1)(N1CCOCC1)N1CCOCC1	0.9	6	1	1	1.1	13	-4	0.9	-4	-14
